BRCA1 expr act – activators of BRCA1 expression. MCF7-BRCA1-FFLuc reporter, luminescence, 48 h; response scale: scaled: vehicle 0%, 10 µM genistein 100%. Potency, µM (highest dose often 46.1 µM), inactives show at the highest dose activation, hits mostly activators. actives 1.1% (n = 380,000); further: potency means the concentration at half of the fitted maximal effect; nearly all actives have a fitted effect of over 80% in size; some results filed as inactive show a strong effect at the top dose
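Reporter cells (MCF7, BRCA1 promoter-firefly luciferase) received library compounds across a concentration series for 48 h. End-point luminescence was measured and concentration-effect curves derived after normalization.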
Rab9 promoter act – activators of Rab9 promoter; Huh7 Rab9 promoter-luciferase reporter, luminescence, 24 h; Potency, µM (highest dose often 9.22 µM), for inactives: top-dose activation, negative = inhibition, most hits filed as activators; actives 2.8% (n = 320,000); AID 485297; further: potency means the concentration at half of the fitted maximal effect; % of control where 0% means no effect; nearly all actives have a fitted effect of over 60% in size
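Huh7 cells stably carrying Rab9 promoter–luciferase reporter, plated 1500 cells/well, compound added after 2 h and incubated 24 h at 37 °C; luciferase luminescence then read after 10 min with detection reagent.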
p53 reactivation – re-activators of mutant p53; H1299 p53-A138V BP100-luciferase reporter, luminescence, 24 h; Potency, µM (series often up to 92.2 µM), for inactives: at the top dose activity change, positive = activation, hits mostly activators; actives 0.063% (n = 320,000); further: potency means the concentration at half of the fitted maximal effect; % of control where 0% means no effect; nearly all actives have a fitted effect of over 45% in size
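H1299 (p53-null), stable ts p53-A138V + BP100-Luc; 1000 cells/well, Opti-MEM/10% FBS; cpd 4 pt, 1:5; 24 h, 37 deg C, 5% CO2; detection reagent 10 min RT; luminescence.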
VP16 counter – counter-screen for ROR gamma inhibitors: Gal4-VP16 reporter; Potency, µM (series often up to 53.6 µM), without a hit: at the top dose activity, negative = inhibition, hits mostly inhibitors; actives 3.5% (n = 310,000); Drosophila S2 Gal4-VP16 UAS-luciferase, luminescence, 20 h;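 further: Gal4-VP16 expression switched on by copper sulfate through the metallothionein promoter; potency means the concentration at half of the fitted maximal effect; on the % scale 0 is the no-effect control and ±100 the full control effect; nearly all actives have a fitted effect of over 50% in size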
RORgamma inh – inhibitors of mouse ROR gamma transcriptional activity | P51450 | Drosophila S2 Gal4-RORgamma UAS-luciferase reporter, 20 h | Potency, µM (titrated, usually from 53.6 µM), for inactives: at the top dose activity change, negative = inhibition, hits mostly inhibitors | actives 5.4% (n = 310,000) | AID 2551; further: potency means the concentration at half of the fitted maximal effect; on the % scale 0 is the no-effect control and ±100 the full control effect; nearly all actives have a fitted effect of over 60% in size
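Stable Schneider cell line, Gal4 DNA-binding domain fused to ROR gamma, UAS-luciferase. Cmpd 1 hr RT → CuSO4 700 uM final → 20 hr RT → luciferase reagent 10 min → luminescence.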
ELG1 genotoxic – induces genotoxicity in HEK293T cells with luciferase-tagged ELG1; HEK293T ELG1-luciferase reporter, luminescence, 16 h; AID 504466; actives 1.3% (n = 330,000); Potency, µM (highest dose often 46 µM), without a hit: at the top dose activity change, positive = activation, usual class: activators; further: potency means the concentration at half of the fitted maximal effect; % of control where 0% means no effect; nearly all actives have a fitted effect of over 60% in size
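ELG1-luciferase HEK293T cells, 2,000/well; compound pinned in; 16 hr, 37 °C, 5% CO2; ONE-Glo, 30 min RT; luminescence on CCD imager.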
PKM2 activator – activators of human pyruvate kinase M2 | P14618 | purified PKM2, Kinase-Glo ATP luminescence, activation; response scale: 0% is enzyme alone, no compound | Potency, µM (series often up to 57.5 µM), for inactives: at the top dose activation, most hits filed as activators | actives 0.34% (n = 260,000) | AID 1631; further: potency means the concentration at half of the fitted maximal effect; on the % scale 0 is the no-effect control and ±100 the full control effect; nearly all actives have a fitted effect of over 55% in size
Target sequence (P14618 whole entry, looked up): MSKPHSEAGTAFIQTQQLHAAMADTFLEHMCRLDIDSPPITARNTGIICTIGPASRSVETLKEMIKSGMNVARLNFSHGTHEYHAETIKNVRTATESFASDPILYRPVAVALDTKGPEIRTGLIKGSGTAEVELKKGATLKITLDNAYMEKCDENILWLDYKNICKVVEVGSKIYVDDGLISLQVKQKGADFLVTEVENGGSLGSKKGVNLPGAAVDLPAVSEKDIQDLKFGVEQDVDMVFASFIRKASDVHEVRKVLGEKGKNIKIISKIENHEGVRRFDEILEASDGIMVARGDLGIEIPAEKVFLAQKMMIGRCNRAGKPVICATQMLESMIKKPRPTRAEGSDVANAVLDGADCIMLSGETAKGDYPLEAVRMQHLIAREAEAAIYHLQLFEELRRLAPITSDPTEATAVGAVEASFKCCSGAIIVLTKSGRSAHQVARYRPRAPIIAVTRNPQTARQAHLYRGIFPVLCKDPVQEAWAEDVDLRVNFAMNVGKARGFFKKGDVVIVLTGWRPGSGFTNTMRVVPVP
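Purified hPK-M2 (>95% pure) converted ADP (0.1 mM final) to ATP with 0.5 mM PEP in 50 mM imidazole pH7.2, KCl, MgCl2, Tween 20, BSA; 1 h at room temperature. ATP detected by Kinase-Glo luminescence.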
Menin MLL FP TR – menin-MLL binding inhibition, Texas Red mutant peptide; O00255; Menin + Texas Red MLL mutant peptide, fluorescence polarization; Potency, µM (highest dose often 61.6 µM), without a hit: at the highest dose FP activity change, negative = inhibition, most hits filed as inhibitors; actives 0.23% (n = 270,000); AID 1768; active means well fitted inhibition curve with a large enough effect in the polarisation, with a control signal flat, not every such curve was filed as active; inconclusive means small, poorly fitted or top-dose-only effect, or effect the other way, or a change in a side signal; inactive means no such curve, though single readings can be large or run the other way; the % refers to the polarisation; further: potency means the concentration at half of the fitted maximal effect; % of control where 0% means no effect; many of its hits are not listed in these tables
NPC1 promoter act – activators of NPC1 promoter. Huh7 NPC1 promoter luciferase reporter, 24 h. AID 485313. actives 2.4% (n = 320,000). Potency, µM (series often up to 9.22 µM), for inactives: top-dose activation, actives largely listed as activators;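 further: potency means the concentration at half of the fitted maximal effect; % of control where 0% means no effect; nearly all actives have a fitted effect of over 60% in size; reporter is driven by a mutant NPC1 promoter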
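In 1536-well qHTS, Huh7 cells harboring an NPC1 promoter–luciferase construct received compound for 24 h; activation was quantified by luminescence following luciferase reagent addition.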
Giardia kill – Giardia lamblia killing | Giardia lamblia trophozoite viability | AID 540267 | actives 0.15% (n = 340,000) | activity change, % at 7.66 µM, hits read low; in the data active means activity change below about -80%; inconclusive means between about -30% and that limit;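 further: parasites exposed to compound for two days anaerobically before the ATP read; on the % scale 0 is the no-effect control and ±100 the full control effect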
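Trophozoites 100 cells/well + cpd; 48 hrs, 37 deg C, anaerobic. ATPLite 1-Step added, 15-30 min RT, luminescence read (ATP-based viability).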
FLuc modulator – counter-screen for miR-21 project: firefly luciferase inhibitors or activators. P08659. purified FLuc, Km substrates, luminescence inhibition. Potency, µM (series often up to 57.5 µM), without a hit: at the top dose activity change, negative = inhibition, hits mostly inhibitors. actives 6.9% (n = 360,000). AID 588342;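 further: potency means the concentration at half of the fitted maximal effect; plate controls were vehicle for no effect and reference inhibitor for full effect; nearly all actives have a fitted effect of over 55% in size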
Target sequence (P08659 whole entry, looked up): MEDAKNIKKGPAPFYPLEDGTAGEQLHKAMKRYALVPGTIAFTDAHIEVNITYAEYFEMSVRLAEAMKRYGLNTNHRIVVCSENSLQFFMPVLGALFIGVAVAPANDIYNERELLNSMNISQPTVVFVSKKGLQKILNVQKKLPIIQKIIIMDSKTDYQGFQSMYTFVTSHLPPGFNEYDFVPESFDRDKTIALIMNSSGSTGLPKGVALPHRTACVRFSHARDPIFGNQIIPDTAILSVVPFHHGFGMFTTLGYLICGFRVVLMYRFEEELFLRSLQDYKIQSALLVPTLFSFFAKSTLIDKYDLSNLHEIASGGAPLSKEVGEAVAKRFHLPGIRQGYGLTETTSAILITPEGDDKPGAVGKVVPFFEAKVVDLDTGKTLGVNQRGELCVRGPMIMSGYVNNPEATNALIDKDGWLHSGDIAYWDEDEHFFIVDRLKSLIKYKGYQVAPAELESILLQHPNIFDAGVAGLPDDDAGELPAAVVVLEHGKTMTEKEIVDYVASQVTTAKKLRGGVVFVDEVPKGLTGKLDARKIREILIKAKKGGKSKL
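Purified P. pyralis luciferase, 10 nM final, with Km-level 10 uM D-luciferin and 10 uM ATP in 50 mM Tris acetate pH 7.5, 10 mM Mg acetate, 0.01% Tween-20, 0.05% BSA; 6-point qHTS titration about 60 µM downward; luminescence read.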
The depositor's hits bear a star; ? = inconclusive; . = not tested or not shown; [ ] = another dose, or the depositor's remark. Unless noted, the call rests on the fitted dose curve; in most records, active means well fitted curve in the direction sought with a large enough effect; inconclusive means small, poorly fitted or top-dose-only effect, or another doubt; inactive means no such curve, though single readings can be large; an effect the other way counts as inactive or inconclusive.

SMILES,BRCA1 expr act,Rab9 promoter act,p53 reactivation,VP16 counter,RORgamma inh,ELG1 genotoxic,PKM2 activator,Menin MLL FP TR,NPC1 promoter act,Giardia kill,FLuc modulator
O=C(Nc1cc(Sc2nc3ccccc3s2)cc([N+](=O)[O-])c1)c1cccc(F)c1F,-83.3%[inhibitor],-13.4%,14.5%,0.1%,?,-6.9%,0.4%,?,-0.7%,-11.5,0.2%
O=C(NCCCN1CCOCC1)c1ccc(Cl)s1,0.4%,1.8%,0.8%,12.2%,12.4%,-0.5%,-0.5%,2.8%,-2.3%,3.4,-1.5%
C[C@@H]1[C@H]2[C@@H](O[C@@H]3O[C@H](CO)[C@@H](O)[C@H](O)[C@H]3O)OC=C(C(=O)O)[C@H]2C[C@@H]1O,-38.8%,-0.3%,4.8%,.,.,-9.5%,.,.,-2.9%,?,1.9%
CC[C@@H]1[C@H]2CCCC(=O)N3CC[C@@H](C[C@@H]1Nc1ccccc1)[C@@H]23,0.0%,-2.3%,.,-5.0%,-17.8%,-2.7%,-1.2%,-11.4%,-0.1%,?,0.6%
OC1CCC(NC(=S)Nc2ccc(SC(F)F)cc2)CC1 (configuration not stated),88.1%,?,?,-2.1%,-27.8%,?,-3.0%,15.9%,?,4.2,21.3µM*
O=C1NC(c2ccccc2)(C(F)(F)F)C(=O)N1Cc1cccnc1 (configuration not stated),28.8%,16.7%,-3.9%,-62.0%,?,-7.0%,-11.8%,-1.1%,14.3%,-18.3,-0.7%
COC(=O)c1ccc(NC(=O)CNC(=O)C2CCCCC2)cc1,15.0%,9.3%,4.8%,1.4%,15.3%,0.2%,-2.9%,-0.6%,2.1%,7.6,1.2%
COc1ccc(OC)c(/C=N\NC(=O)c2c(C)nc3cc(C)ccn23)c1,10.7%,-1.8%,7.0%,7.9%,-4.7%[1.91 µM],-1.3%,-4.6%,-3.9%,2.9%,12.8,-17.2%
CSc1nnc2c(n1)OC(C)=Nc1ccccc1-2,-6.4%,-3.4%,-0.3%,-5.3%,-1.8%,0.4%,1.7%,-4.8%,0.9%,-3.7,3.0%
O=C(NC1CCCC1)c1ccc(CS(=O)(=O)Cc2ccccc2Cl)o1,2.7%,-3.3%,-4.3%,-7.8%,26.8%,-1.7%[9.26 µM],.,5.0%,-1.2%,-0.8,-1.6%
COc1ccc(OC)c(NC(=O)CSc2nnc(CNC(=O)COc3ccc(Cl)cc3)o2)c1,-27.7%,-9.7%,-7.3%,2.9%,?,-0.4%,6.0%,-0.4%,-5.2%,-4.4,-0.8%
CCc1ccc(N(CC(=O)NC2CCCCC2)S(=O)(=O)c2c(C)noc2C)cc1,-17.1%,5.3%,5.7%,-6.5%,?,-1.9%,-0.6%,8.8%[11.7 µM],-0.4%,-5.5,0.1%
CS(=O)(=O)N(CC(=O)N1CCOCC1)c1ccc2c3c(cccc13)CC2,-6.8%,-1.9%,4.1%,1.8%,-16.5%,-0.7%,3.5%,1.0%,-0.6%,6.6,3.6%
Cc1ccc(S(=O)(=O)N(C)C)cc1NC(=O)C(C)N(C)Cc1sccc1C (configuration not stated),-50.0%,-12.7%,-1.8%,-6.8%,?,-26.6%,.,.,-14.5%,-18.8,-0.3%
CCOc1ccc(NC(=S)N2CCN(C/C=C/c3ccccc3)CC2)cc1,-12.3%,-3.8%,16.7%,?,14.1µM*,-6.0%,3.5%,2.3%,-7.1%,0.9,6.2%
CC1CCc2nc(N)c(C#N)c(-c3cccnc3)c2C1 (configuration not stated),0.0%,-1.8%,0.9%,-3.2%,35.7%,-12.6%,-4.1%,-24.9%,8.8%,-8.7,-1.0%
CN(Cc1ccccc1)Cc1c(F)cccc1F,9.6%,-3.6%,2.5%,-4.3%[0.365 µM],-1.7%,-4.6%,-1.3%,-8.4%,-1.6%,-9.9,14.6%
CCc1nnc(NC(=O)c2cccc(S(=O)(=O)N3CCCCC3)c2)s1,-11.6%,-2.4%,0.0%,0.9%,24.2%,-14.6%,1.3%,.,-0.4%,-14.7,-2.5%
CNc1cc([N+](=O)[O-])ccc1N/C=C/C(=O)c1ccc2c(c1)OCO2,-45.6%,10.0%,14.3%,-26.9%,?,-0.1%,-5.7%,19.8%,22.2%,6.2,-5.2%
CN(NC(=O)c1c(Cl)cccc1Cl)c1cccc(Cl)n1,-3.7%,-9.6%,-4.0%,3.6%,-6.8%,2.0%,-2.6%,10.8%,-1.7%,1.2,-2.7%
c1ccc(OCCN2CCN(Cc3nc(-c4ccc5c(c4)OCO5)no3)CC2)cc1,-0.2%,0.4%,-3.4%,0.1%,8.8%,-6.2%,-2.1%,3.5%,-3.8%,11.9,6.2%
COc1ccc(OC)c2c1sc(=NC(=O)C(C)(C)C)n2C,-8.4%,-10.3%,-1.1%,-3.2%,-1.9%,14.4%,0.8%,5.8%,0.1%,23.3,3.5%
O=C(CN1CCN(c2ccccc2)CC1)Nc1ccc(-n2cnnn2)cc1,-1.8%,6.2%,34.7%,13.3%,-11.8%,-3.2%,-9.3%,-3.8%,-0.5%,-2.0,2.5%
COC(=O)c1sc(NC(C)=O)c(C(=O)OC)c1C,-1.1%,-0.9%,-2.0%,4.2%,-12.7%,3.1%,-0.9%,21.1%,-1.7%,7.1,0.0%
COc1ccc(-n2nc(C(=O)NCC(=O)NCc3ccc(F)cc3)c3ccccc3c2=O)cc1OC,3.4%,1.0%,1.1%,?,?,24.1%,.,?,-3.0%,-7.6,-1.9%
Cc1cc(C(=O)NNC(=O)c2cccs2)c(C)o1,13.4%,-1.0%,24.4%,.,.,2.9%,.,.,-0.4%,-11.8,-0.6%
O=C(NNC(=S)Nc1cccc(Cl)c1)c1ccccc1,59.5%,23.1%,24.6%,-9.1%,-44.9%,6.5%,.,.,?,9.3,?
Cc1sc2ncnc(N3CCN(S(=O)(=O)c4ccc(F)cc4)CC3)c2c1C,-37.4%,-2.9%,-1.0%,22.4µM*,-39.8%,-30.9%[inhibitor],.,.,-1.9%,5.4,-0.9%
CCOc1ccccc1CN1CCCC(C(=O)Nc2cccc(-n3cccn3)c2)C1 (configuration not stated),-24.9%,-1.2%,-5.2%,-5.9%,3.9%,0.6%,-2.4%,?,-7.8%,-1.8,-1.6%
COCCNc1nnc(Cc2ccc(Cl)cc2)c(=O)[nH]1,-0.4%,-5.7%,2.9%,0.8%,16.2%,-1.4%,.,-16.4%,-0.1%,37.2[activator],4.5%
CC1=C(C(=O)N2CCOCC2)C(c2c(F)cccc2F)NC(=O)N1 (configuration not stated),9.7%,-1.5%,4.9%,3.4%,2.9%,2.5%,-0.1%,1.7%,-3.1%,-9.4,-0.1%
O=Cc1ccccc1Oc1nc(N2CCOCC2)nc(N2CCOCC2)n1,-19.8%,-0.7%,1.7%,-5.5%,-9.1%,11.1%,2.2%,-7.3%,-2.0%,35.1[activator],0.6%
CN1C(=O)N(CC(=O)Nc2cccc(S(=O)(=O)N(C)c3ccccc3)c2)C(=O)C12CCCCC2,-26.4%,-2.8%,3.1%,.,.,0.4%,.,.,0.0%,-5.1,4.8%
COc1cccc(C(=O)NCC2CCCN2S(=O)(=O)c2ccccc2)c1 (configuration not stated),27.1%,-31.1%[inhibitor],-8.1%,.,.,-0.5%,.,.,9.2%,-5.4,-3.5%
O=C(CN1CCCCC1)Nc1cccc(Cl)c1Cl,13.8%,-7.9%,10.1%,4.6%,-38.6%,19.9%,0.2%,-0.5%,0.5%,-24.3,-9.1%
[O-]C1=N/[N+](=C/c2ccccc2)CC1,15.9%,2.0%,8.6%,-7.0%,1.2%,-1.0%,0.9%,.,0.3%,6.8,?
Nc1nc(N)nc(-c2cc(O)ccc2O)n1,14.3%,9.5%,7.0%,.,.,-2.6%,.,.,?,4.9,-18.8%
O=C(N/N=C/c1ccco1)c1cc(-c2ccncc2)nc2ccccc12,-31.2%,-3.7%,.,.,.,3.0%,1.1%,-0.1%,-14.6%,12.8,?
CCC(=O)c1ccc(OCC(O)CNC2CCCC2)cc1 (configuration not stated),1.9%,-2.7%,8.5%,4.9%,-7.1%[1.91 µM],0.4%,-0.3%,-0.8%,-1.0%,-20.0,-5.8%
CCN(CC)CCNc1nc(SC)nc2sc3c(c12)CCN(C)C3,-13.9%,-2.0%,-6.7%,-7.3%,-12.6%,-3.1%,.,?,-4.5%,40.2[activator],5.7%
CCCCN=CC1=C(O)CC(c2ccccc2)CC1=O (configuration not stated),-9.5%,-11.3%,-7.5%,4.7%[10 µM],12.9%,-4.4%,3.5%,-18.4%,-1.7%,3.6,-1.2%
CCc1ccc(NC(=S)N2CCCC2)cc1,?,?,?,-22.9%,?,18.3µM*,-3.3%,.,?,3.2,21.3µM*

The list is partial; the hit share may differ from the screen's.
